RAD52 inh = RAD52 DNA annealing inhibitors, primary screen, biochemical, FRET, single point, set 2 | 360,000 tested, 0.46% active | AID 651710, 2012 | recombinant RAD52 DNA annealing, FRET fluorescence | inhibition, % at 18.7 µM | DNA repair protein RAD52 homolog (Homo sapiens), P43351;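 active = every replicate showing at least 50% inhibition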
ARNT-TACC3 inh = disruptors of ARNT/TACC3 protein interaction, primary screen, biochemical, AlphaScreen, single concentration. Transforming acidic coiled-coil-containing protein 3 (Homo sapiens), Q9Y6A5. AlphaScreen His-ARNT PAS-B/GST-TACC3 binding, luminescence; TACC3 fragment carries E629A point mutation. inhibition, % at 9.99 µM. 390,000 tested, 0.66% active. AID 623870, 2012;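 active = mean inhibition of replicates at least 50% and at least half of replicates each reaching 50%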;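 note: 0% = complete ARNT plus TACC3 wells and 100% = ARNT alone without TACC3; many hits fall short of the cut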
ERp5 block = inhibitors of ERp5-driven insulin aggregation, primary screen, biochemical, turbidity, absorbance 650 nm, single point; 90 min; Protein disulfide-isomerase A6 (Homo sapiens), Q15084; inhibition, % at 9.99 µM; 350,000 tested, 0.05% active;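 active = mean replicate inhibition above about 25%, with every replicate also reaching it, limit read from the data, passing the limit was not always enough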
E-sel inducer = E-selectin induction in HUVECs, primary screen, imaging, HUVEC, immunofluorescence imaging, single point. activation, % at 7.58 µM. 260,000 tested, 0.37% active. normalized: neutral wells 0, TNF-alpha wells 100;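 active = mean E-selectin-positive cell signal at least 10% of the positive control, reached in at least 60% of replicates, without over 20% cell loss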;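 note: in these data hits start at about 27%; measured in HUVEC primary endothelial cells; signal is the percent of cells scored E-selectin positive by PE staining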
Target sequence (P16581 whole entry, looked up): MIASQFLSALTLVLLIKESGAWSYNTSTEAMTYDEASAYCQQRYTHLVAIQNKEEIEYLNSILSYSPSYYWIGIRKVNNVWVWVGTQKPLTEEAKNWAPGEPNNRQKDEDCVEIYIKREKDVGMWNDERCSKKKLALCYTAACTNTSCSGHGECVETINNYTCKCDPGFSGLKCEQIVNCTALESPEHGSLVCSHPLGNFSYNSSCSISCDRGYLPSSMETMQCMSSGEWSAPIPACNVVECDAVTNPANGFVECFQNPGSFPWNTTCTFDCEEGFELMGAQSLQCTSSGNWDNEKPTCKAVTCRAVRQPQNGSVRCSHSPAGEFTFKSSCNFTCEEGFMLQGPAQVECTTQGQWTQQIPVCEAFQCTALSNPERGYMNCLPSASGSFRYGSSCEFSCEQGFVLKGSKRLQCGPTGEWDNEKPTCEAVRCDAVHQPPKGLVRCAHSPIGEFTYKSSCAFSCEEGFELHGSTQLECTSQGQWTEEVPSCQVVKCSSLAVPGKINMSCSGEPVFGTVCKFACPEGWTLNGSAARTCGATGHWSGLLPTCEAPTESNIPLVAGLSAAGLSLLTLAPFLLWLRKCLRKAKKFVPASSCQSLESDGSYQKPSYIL
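System: HUVEC, human umbilical vein endothelial cells; quantity: 3,000 cells/well; buffer or medium: EGM-2 medium, gelatin-coated wells; dosing: single-point compound dose; detection: immunofluorescence imaging; evaluation: % PE-positive cells; benchmarks: TNF-alpha, DMSO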
Casp6 inh = human caspase-6 inhibitors, primary screen, biochemical, VEID-R110 fluorescence, single point, set 2; P55212; purified caspase-6, Z-VEID-R110 cleavage fluorescence; inhibition, % at 12.5 µM; 350,000 tested, 0.53% active; AID 686996, 2013;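 active = mean inhibition across replicates at least about 35%, with every replicate also reaching that limit, limit read from the data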;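 note: 0% = median of neutral control wells and 100% = no fluorescence left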
Target sequence (P55212 24-179 limits assumed): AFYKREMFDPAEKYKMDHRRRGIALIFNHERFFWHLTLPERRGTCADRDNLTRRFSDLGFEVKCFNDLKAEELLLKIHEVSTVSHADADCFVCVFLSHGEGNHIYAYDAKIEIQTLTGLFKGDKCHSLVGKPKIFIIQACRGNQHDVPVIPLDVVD
Target sequence (P55212 194-293 limits assumed): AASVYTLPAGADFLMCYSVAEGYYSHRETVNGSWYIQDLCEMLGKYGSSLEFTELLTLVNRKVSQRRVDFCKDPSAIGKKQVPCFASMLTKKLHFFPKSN
esBAF inh = Bmi1 luciferase reporter increase in mESCs, primary screen, esBAF inhibitor project, mouse ES cells, Bmi1 luciferase knock-in, single point | reporter increase, % at 12.5 µM | 24 h; 100% = twice the neutral-well signal | AID 602393, 2012 | 350,000 tested, 2% active; in the data active = activation above about 40%;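 note: 0% = median of the plate's neutral control wells and 100% = double that signal; a rise in the Bmi1 reporter signal indicates esBAF inhibition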
* hit, by the source's call; nt = no result given. Some of the compounds tested; rates above refer to the full screens.

Under each structure – RAD52 inh	ARNT-TACC3 inh	ERp5 block	E-sel inducer	Casp6 inh	esBAF inh
- CN(CC(O)CON=C1c2ccccc2-c2ccccc21)S(=O)(=O)c1ccc(Br)cc1 (centres undefined)
    nt	-4	nt	0.2	nt	11
- O=C(Nc1cccnc1Cl)c1cc(-c2ccco2)on1
    nt	-1	nt	0.0	nt	46*
- Cn1c(N)c(C(=O)COC(=O)[C@H](Cc2ccccc2)N2C(=O)c3ccccc3C2=O)c(=O)n(C)c1=O
    nt	-1	nt	1.1	nt	5
- CCC(C)N1CNc2c(c(=O)[nH]c(=S)n2-c2cccc(C)c2)C1 (centres undefined)
    -8	-5	1	nt	nt	nt
- CCc1ccc(NC(=S)Nn2cnnc2)cc1
    4	-2	-4	nt	nt	nt
- Cn1c(SCC(=O)Nc2cccc(F)c2)nc2c([nH]c3ccccc32)c1=O
    -5	-5	-63	nt	nt	nt
- CC(=O)Nc1cccc(C(=O)OCC(=O)c2ccccc2Cl)c1
    -2	-7	-4	nt	nt	nt
- CC(C)CN1CCNC(=O)C1CC(=O)NCCc1ccc(C(F)(F)F)cc1 (centres undefined)
    -17	-4	-4	nt	nt	nt
- CC(C)CNC(=O)COC(=O)c1n[nH]c2ccccc12
    -15	-4	6	nt	nt	nt
- CCN(CC)c1ccc(CN(C(=O)c2cccs2)C2CCS(=O)(=O)C2)cc1 (centres undefined)
    -19	3	0	nt	nt	nt
- O=C(COC(=O)CCc1nc2ccccc2s1)NC(=O)NCc1ccco1
    -2	-1	-2	nt	nt	nt
- CCN(CC)CCNS(=O)(=O)c1ccc(C(=O)NN)cc1
    22	-1	5	nt	nt	nt
- CC(=O)c1sc(N/N=C/c2ccc(C(C)C)cc2)nc1C
    -17	0	9	nt	nt	nt
- Cc1ccc(SCCc2cc[n+](CC(=O)c3ccccc3)cc2)cc1
    54*	6	2	nt	nt	nt
- COc1cccc(-n2c(SCC(N)=O)nc3ccccc3c2=O)c1
    -82	-11	0	nt	nt	nt
- Clc1cccc2c1CCN(Cc1nc(-c3cnccn3)no1)C2
    -18	-4	-2	nt	nt	nt
- CCCNC(=O)N1CCN(S(C)(=O)=O)CC1
    -5	-3	-2	nt	nt	nt
- CCCCCN(C(=O)CCC(=O)OCc1ccc(Cl)cc1Cl)c1c(N)n(CCCC)c(=O)[nH]c1=O
    -3	-6	5	nt	nt	nt
- S=C(NN=C1CCCCCC1)Nc1ccc(Cl)cc1
    -8	4	-3	nt	nt	nt
- O=C(Nc1nccs1)c1ccc(N2C(=O)C3CCCCC3C2=O)cc1 (centres undefined)
    -28	-1	4	nt	nt	nt
- OC1(c2cccs2)CN(c2ccc(Cl)cc2)C2=[N+]1CCCC2 (centres undefined)
    -17	-3	-1	nt	nt	nt
- CC(C)c1ccc(NC(=S)NCc2ccc3c(c2)OCO3)cc1
    -9	-51	-1	nt	nt	nt
- COc1ccccc1CNC(=O)COC(=O)c1ccc(Cl)c(N)c1
    4	-3	-2	nt	nt	nt
- O=C(O)COc1c(-c2ccco2)oc2ccccc2c1=O
    -59	-10	-4	nt	nt	nt
- COc1cccc(C2NC(=O)NC(C)=C2C(=O)OCC2CCCO2)c1 (centres undefined)
    -16	0	3	nt	nt	nt
- CC(=O)Nc1ccc(S(=O)(=O)Nc2ccccn2)cc1
    -7	11	1	nt	nt	nt
- O=C(Cn1nnc2ccccc2c1=O)N1CCOCC1
    7	-2	5	nt	nt	nt
- COC(=O)c1sc(NC(=O)/C=C/c2ccccc2Cl)nc1C
    -14	-1	4	nt	nt	nt
- NC(=O)c1ccc(Oc2ncc(C(F)(F)F)cc2Cl)cc1
    -5	-7	1	nt	nt	nt
- O=S(=O)(c1ccc(N=C2NN=C(c3cc(F)ccc3F)CS2)cc1)N1CCOCC1
    -25	13	1	nt	nt	nt

Five entries already listed, ordered by number of heavy atoms, ascending:
Under each structure – RAD52 inh	ARNT-TACC3 inh	ERp5 block	E-sel inducer	Casp6 inh	esBAF inh
- S=C(NN=C1CCCCCC1)Nc1ccc(Cl)cc1
    -8	4	-3	nt	nt	nt
- NC(=O)c1ccc(Oc2ncc(C(F)(F)F)cc2Cl)cc1
    -5	-7	1	nt	nt	nt
- COC(=O)c1sc(NC(=O)/C=C/c2ccccc2Cl)nc1C
    -14	-1	4	nt	nt	nt
- CC(C)c1ccc(NC(=S)NCc2ccc3c(c2)OCO3)cc1
    -9	-51	-1	nt	nt	nt
- Cn1c(SCC(=O)Nc2cccc(F)c2)nc2c([nH]c3ccccc32)c1=O
    -5	-5	-63	nt	nt	nt

Additional results.
Under each structure – RAD52 inh	ARNT-TACC3 inh	ERp5 block	E-sel inducer	Casp6 inh	esBAF inh
- CC1(C)CC(=O)C(Sc2ccc(Br)cc2)=C(O)C1
    -15	1	-4	nt	nt	nt
- Cc1nc(CN2CCN(Cc3nc(C(c4ccccc4)c4ccccc4)no3)CC2)cs1
    -42	3	-7	nt	nt	nt
- Cc1cc(C(=O)COC(=O)C2CCN(C(=O)c3ccc(Cl)cc3)CC2)c(C)n1CC1CCCO1 (centres undefined)
    -40	6	4	nt	nt	nt
- CCN(CC(=O)Nc1cccc(OC)c1)CC(=O)Nc1ccc(C)cc1Cl
    -81	-2	-2	nt	nt	nt
- COC(=O)c1cc(C#N)c(N2CCN(C)CC2)nc1C
    -5	-8	-7	nt	nt	nt
- O=C(C1CCCO1)N(c1ccc(F)cc1)C1C=CS(=O)(=O)C1 (centres undefined)
    -15	-3	3	nt	nt	nt
- COc1cccc(NC(=O)CN(C)CC(=O)Nc2ccc(Br)cc2)c1
    -18	-16	3	nt	nt	nt
- O=C(COc1ccccc1)N1CCN=C1SCc1ccccc1
    -23	3	0	nt	nt	nt
- Cc1ccc(NC(=S)N(CCCN2CCCC(C)C2)Cc2ccco2)cc1C (centres undefined)
    -26	1	3	nt	nt	nt
- CCOC(=O)C1CCCN(C2CCN(Cc3nc(Cc4ccccc4)no3)CC2)C1 (centres undefined)
    -9	-4	-1	nt	nt	nt
- COc1ccc(CCN(Cc2cc3ccc(C)cc3n3nnnc23)C(C)=O)cc1OC
    4	-3	4	nt	nt	nt
- COc1ccc(C(=O)Nc2ccc(S(=O)(=O)Nc3onc(C)c3C)cc2)c(OC)c1
    1	0	-1	nt	nt	nt
- CSc1nsc(SCC(=O)Nc2nncs2)n1
    6	14	-1	nt	nt	nt
- COC(=O)CCCCNC(=O)Nc1ccccc1
    -3	-5	1	nt	nt	nt
- Cc1ccnc2nc(C(=O)NCc3ccccc3)nn12
    -14	-6	5	nt	nt	nt
- O=C(Nc1cc(S(=O)(=O)N2CCOCC2)ccc1N1CCCCC1)c1cc(-c2ccccn2)nc2ccccc12
    -25	-1	2	nt	nt	nt
- CNC[C@@H]1Oc2ccc(NS(C)(=O)=O)cc2CC(=O)N([C@@H](C)CO)C[C@@H]1C
    nt	nt	1	0.2	nt	3
- CC(=O)Nc1ccc2c(c1)C(=O)N(C)[C@H]1CC[C@H](CC(=O)Nc3cn(C)nc3C)O[C@@H]1CO2
    nt	nt	-2	0.1	nt	0
- CC(=O)O/N=C(\N)Cc1ccc(-c2csnn2)cc1
    -5	-8	nt	nt	2	nt
- NC(=S)Nc1ccc(Cl)c(Cl)c1
    -10	2	nt	nt	2	nt
- CCOC(=O)/C(=N/Nc1ccccc1OC)N1CCCc2ccccc21
    -23	34*	nt	nt	-6	nt
- COc1ccc(CCN2C(=O)CSC2=Nc2ccc(C)cc2C)cc1OC
    -13	20	nt	nt	5	nt
- CCC(C)(C)C1CCc2c(sc(NC(=O)c3ccccc3C(=O)O)c2C#N)C1 (centres undefined)
    -9	4	nt	nt	14	nt
- COc1ccc(CCN2C(=NC(=O)CC(C)C)SC3CS(=O)(=O)CC32)cc1OC (centres undefined)
    -13	0	nt	nt	2	nt
- Cc1cccn2c(=O)c3cc(C#N)c(=NC(=O)c4cccs4)n(CC(C)C)c3nc12
    -41	0	nt	nt	0	nt
- CC1(C)Nc2ccccc2C(=O)N1c1ccc(Br)cc1
    -22	-3	nt	nt	-4	nt
- CC(C)(C)NC(=S)NNC(=O)[C@H]1C[C@@H]1c1ccccc1
    -16	-4	nt	nt	1	nt
- CSc1ccc(N=Nc2c(C)[nH]n(C)c2=O)cc1
    -5	4	nt	nt	2	nt
- COc1ccccc1N1C(=S)NC2CS(=O)(=O)CC21 (centres undefined)
    -5	-3	nt	nt	1	nt
- O=S(=O)(Nc1cc(C(F)(F)F)ccc1N1CCOCC1)c1ccccc1
    -7	-7	nt	nt	7	nt
- COc1ccccc1/C=C/C=N/n1c(-c2ccco2)n[nH]c1=S
    -17	-2	nt	nt	1	nt
- CC(=O)c1cccc(Nc2cc(C)nc3c(C)cccc23)c1
    50*	-5	nt	nt	-5	nt
- CCc1ccc(Nc2c([N+](=O)[O-])c(=O)oc3ccccc23)cc1
    -11	-8	nt	nt	-2	nt
- S=c1[nH]c2cc(Br)cnc2[nH]1
    0	9	nt	nt	2	nt
- COC(=O)c1cc(NS(=O)(=O)c2ccc(C(C)C)cc2)ccc1N1CCOCC1
    -22	1	nt	nt	-5	nt
- CC(C(=O)NN)n1nnc(N2CCOCC2)n1 (centres undefined)
    -11	4	nt	nt	3	nt
- O=C(CSC(=S)N1CCOCC1)Nc1ncc2c(n1)CC(c1ccco1)CC2=O (centres undefined)
    -13	1	nt	nt	-1	nt
- CCOC(=O)C1=NNC2C(=O)N(Cc3ccccc3)C(=O)C12 (centres undefined)
    7	0	nt	nt	6	nt
- Cc1ccc(-c2c[n+](Cc3cccc(Cl)c3)c3n2CCC3)cc1
    -9	-3	nt	nt	-2	nt
- Cc1cc(=S)nc(-c2ccccn2)[nH]1
    -12	59*	nt	nt	-4	nt
- Cn1c(=O)c([N+](=O)[O-])c(NC2CCS(=O)(=O)C2)c2ccccc21 (centres undefined)
    -11	11	nt	nt	0	nt
- CC(=O)OCCc1c2ccccc2c(CCCN(C)C)c2ccccc12
    69*	7	nt	nt	-30	nt
- NNC(=O)CCCCCCCCCCOCCCCO
    -2	-7	nt	nt	-5	nt
- O=C(CN1CCc2ccccc21)NN1CC(=O)N(c2ccccc2)CC1=O
    -9	2	nt	nt	3	nt
- CCC1(CC)Cc2ccccc2-c2[nH]c(=S)[nH]c(=O)c21
    -7	-6	nt	nt	-2	nt
- CC(C)(C)S(=O)(=O)/C(C#N)=C/c1sccc1C1OCCO1
    -21	-3	nt	nt	-2	nt
- CC1CCN(C2CCN(C(=O)c3ccccc3F)CC2)CC1
    -14	-5	nt	nt	3	nt
- CCN1C(=O)C(CC(=O)Nc2ccc(OC)cc2)N(CCc2ccccc2F)C1=S (centres undefined)
    -5	-5	nt	nt	5	nt
- Cc1c(C(=O)O/N=C(\N)c2ccccn2)cccc1[N+](=O)[O-]
    -11	-2	nt	nt	0	nt
- N#Cc1c(Nc2ccccc2)s[nH]c1=O
    -24	-3	nt	nt	-2	nt
- CCCCCSc1nnc(N)s1
    -4	-1	nt	nt	0	nt
- CC1(C)Cc2c(sc(NC(=O)C(=O)N3CCCC3)c2C(N)=O)CO1
    -13	-8	nt	nt	0	nt
- CCOc1ccc(CCN2CN(C3CCCCC3)CNC2=S)cc1OCC
    -6	39	nt	nt	7	nt
- S=C(NCCN1CCOCC1)NC1CCCCC1
    -2	1	nt	nt	-3	nt
- O=C1C(Cc2ccc3[nH]ccc3c2)NC(=S)N1c1ccccc1 (centres undefined)
    -27	4	nt	nt	5	nt
- CCOC(=O)c1c(C)n(C)c2ccc(OC)c(NC(=O)CN3CCC(C(=O)OCC)CC3)c12
    -3	0	nt	nt	-4	nt
- Clc1ccc(-n2nnnc2-c2cnc3ccccc3c2-c2ccccc2)cc1
    8	-5	nt	nt	3	nt
- COc1ccc2c3c(n(C)c2c1)[C@@H](CO)NCC31CN(S(=O)(=O)c2ccccc2)C1
    -1	nt	-6	-0.2	nt	nt

Bioassay records from PubChem BioAssay.
